From PubChem
PAFAH1B3 inh: blocks human PAF acetylhydrolase 1B catalytic subunit 3 | Q15102 | recombinant PAFAH1B3, FP-rhodamine probe, fluorescence polarization | inhibition, % at 3.39 µM | 340,000 tested, 0.28% active | AID 492972;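 active means inhibition above the screen-wide average of all tested compounds plus 3 SD, cut at about 25% in these data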;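 further: 0% = enzyme with DMSO only and 100% = wells lacking PAFAH1B3 protein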
PAD4 FP inh: blocks human protein arginine deiminase 4; Q9UM07; recombinant PAD4, RCA probe fluorescence polarization; inhibition, % at 6.36 µM; 330,000 tested, 0.41% active;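 active means percent inhibition above a cutoff equal to the mean of all tested compounds plus 3 SD, cut at about 15% in these data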;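 further: 0% = PAD4 with RCA probe and DMSO and 100% = probe without PAD4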
EBNA-1 inh: blocks EBNA-1 binding to DNA; inhibition, % at 14.8 µM; EBNA-1 DNA binding, fluorescence polarization; 300,000 tested, 0.34% active; in the data active means inhibition above about 28%
GSTO1 counter: GSTO1 inhibition, counter-screen for RBBP9 inhibitors; P78417; recombinant GSTO1, activity-based probe fluorescence polarization; inhibition, % at 5.96 µM; 300,000 tested, 1.1% active;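 active means inhibition above the campaign mean inhibition plus 3 SD, cut at about 35% in these data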;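 further: 0% = GSTO1-1 with DMSO and 100% = wells lacking GSTO1-1 enzyme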
Target sequence (P78417 whole entry, looked up): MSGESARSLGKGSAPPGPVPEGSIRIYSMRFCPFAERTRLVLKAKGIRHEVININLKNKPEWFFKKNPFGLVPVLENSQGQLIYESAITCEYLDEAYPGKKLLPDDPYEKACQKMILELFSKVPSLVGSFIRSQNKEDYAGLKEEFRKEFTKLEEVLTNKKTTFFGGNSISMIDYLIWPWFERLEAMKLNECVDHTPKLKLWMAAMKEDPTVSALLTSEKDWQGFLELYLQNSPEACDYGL
PREPL inh: human PREPL enzyme inhibition; recombinant PREPL, fluorescence polarization activity-based probe; Q4J6C6; inhibition, % at 5.96 µM; 320,000 tested, 0.68% active; in the data active means inhibition above about 43%;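 further: 0% = enzyme with DMSO and 100% = wells lacking enzyme; many of its hits are not listed in these tables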
LYPLA1 inh: blocks human lysophospholipase 1, a PME1 counter-screen | inhibition, % at 5.9 µM | recombinant LYPLA1, FP-Rh probe fluorescence polarization | 320,000 tested, 0.16% active | AID 2174;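 active means inhibition above the mean of all tested compounds plus 3 SD, set per campaign, cut at about 14% in these data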;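 further: inhibitors block serine hydrolase probe labeling of LYPLA1 so polarization falls; 0% = enzyme with DMSO and 100% = wells lacking LYPLA1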
Target sequence (O75608 whole entry, looked up): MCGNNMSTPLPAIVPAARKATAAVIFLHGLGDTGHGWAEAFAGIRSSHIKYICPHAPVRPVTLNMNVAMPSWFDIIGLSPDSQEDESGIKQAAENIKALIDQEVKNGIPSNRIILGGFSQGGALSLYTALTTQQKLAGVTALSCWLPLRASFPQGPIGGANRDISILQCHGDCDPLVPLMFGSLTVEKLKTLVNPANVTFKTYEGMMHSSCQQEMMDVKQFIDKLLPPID
PAFAH2 FP inh: PAFAH2 (human) inhibition | Q99487 | recombinant PAFAH2, FP-rhodamine activity probe, fluorescence polarization | inhibition, % at 3.39 µM | 340,000 tested, 0.99% active | AID 492956;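 active means inhibition above the mean over all tested compounds plus 3 SD, cut at about 30% in these data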;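 further: inhibitors block probe labeling of enzyme so polarization drops; 0% = enzyme with DMSO and 100% = wells lacking PAFAH2 protein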
LYPLA2 counter: blocks human lysophospholipase 2, a PME1 counter-screen; recombinant LYPLA2, FP-Rh probe fluorescence polarization; AID 2177; O95372; 320,000 tested, 0.38% active; inhibition, % at 5.9 µM;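 active means inhibition above the screen-wide mean plus 3 SD, limit set per campaign, cut at about 26% in these data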;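 further: 0% = LYPLA2 with DMSO and 100% = wells lacking LYPLA2 enzyme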
Target sequence (O95372 whole entry, looked up): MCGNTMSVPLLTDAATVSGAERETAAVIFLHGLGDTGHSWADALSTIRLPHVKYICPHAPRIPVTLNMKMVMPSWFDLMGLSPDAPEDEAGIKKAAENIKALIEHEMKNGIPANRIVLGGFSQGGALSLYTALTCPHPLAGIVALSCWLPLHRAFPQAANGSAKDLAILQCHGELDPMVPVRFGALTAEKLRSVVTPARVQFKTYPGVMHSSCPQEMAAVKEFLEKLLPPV
ZTA counter: ZTA (EBV) inhibition in EBNA-1 counter-screen | ZTA-DNA binding, fluorescence polarization | inhibition, % at 11 µM | 320,000 tested, 0.15% active; in the data active means inhibition above about 33%
Target sequence (P03206 whole entry, looked up): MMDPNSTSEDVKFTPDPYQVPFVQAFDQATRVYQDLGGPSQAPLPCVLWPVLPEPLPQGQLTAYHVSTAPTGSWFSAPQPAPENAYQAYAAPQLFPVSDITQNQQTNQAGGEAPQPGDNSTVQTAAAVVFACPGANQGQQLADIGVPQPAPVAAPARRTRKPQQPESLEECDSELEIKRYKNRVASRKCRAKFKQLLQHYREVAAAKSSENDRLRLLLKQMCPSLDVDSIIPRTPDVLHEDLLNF
* marks the source's active call; other numbers are inactive results; · = not tested or not shown.

SMILES	PAFAH1B3 inh	PAD4 FP inh	EBNA-1 inh	GSTO1 counter	PREPL inh	LYPLA1 inh	PAFAH2 FP inh	LYPLA2 counter	ZTA counter
CC(=O)Nc1ccc(C(=O)NNC(=O)c2cccc(C)c2)cc1	9.9	3.6	-1.6	4.2	1.7	0.3	-0.4	-8.2	-1.0
NC(=O)CSc1nnc(-c2cccnc2)n1CCc1ccccc1	12.2	2.0	-7.5	1.6	1.8	-0.7	8.8	3.1	-0.3
CCCCNC(=O)c1ccccc1NC(=O)c1ccccc1N(C)S(C)(=O)=O	4.1	1.9	2.0	3.6	-1.3	-5.0	-16.2	-2.7	-0.7
O=C(Nc1ccccn1)C1CCN(C(=O)Nc2ccccc2)CC1	6.5	-2.4	-12.2	12.6	-9.8	-2.9	-1.0	4.7	2.6
Cn1c(=O)oc2cc(S(=O)(=O)Nc3ccc(F)cc3)ccc21	-5.5	-1.5	-1.8	4.2	2.8	3.9	1.0	11.4	-2.8
CCOC(=O)c1sc(-c2ccccc2)cc1NC(=O)c1ccc(S(=O)(=O)N(CCOC)CCOC)cc1	-0.3	8.4	1.9	-4.7	-1.2	1.0	5.9	4.8	-6.3
C=CCN(CC=C)CCCOc1ccccc1C(=O)OC	3.0	-4.4	6.2	1.2	-6.1	2.2	3.5	8.8	1.9
O=C(CSc1ncnc2ccccc12)NCCc1ccccc1	8.9	-2.4	4.6	-9.1	-0.8	1.1	16.1	11.0	6.2
O=C(Cn1cc(C(F)(F)F)ccc1=O)NC1CCCC1	3.6	-1.4	·	·	2.5	-2.0	-1.5	2.5	-0.6
Cc1nc(=O)c(-c2ccccc2)c(C)n1-c1ccc(Br)cc1	·	3.8	9.3	-5.0	1.0	-2.8	·	7.6	4.4
CCCCNc1c([N+](=O)[O-])c(=O)n(C)c2ccccc12	7.6	-3.5	1.1	-3.7	10.8	-4.5	3.7	2.8	-10.6
COc1cc(S(=O)(=O)Nc2ccc(C)cc2)ccc1N=Cc1c(C)c(C#N)c(=O)n(C)c1O	·	-1.6	1.6	-1.2	0.7	-3.0	·	0.1	-2.8
Cc1cccc(NC(=O)c2cc([N+](=O)[O-])ccc2NCC2CCCO2)n1 (stereo unspecified)	2.9	1.8	1.5	4.1	-1.2	6.2	1.9	5.4	-11.4
COc1ccc(OC)c(-c2cc(C(=O)Nc3ccc(F)cc3F)no2)c1	0.9	0.2	-4.9	2.9	-0.6	-0.6	-6.7	4.2	2.0
Cc1cc(C)c2c(CC(=O)NCCc3ccccc3)coc2c1	-0.3	-2.2	-6.4	1.3	-5.4	-1.0	-7.2	-2.5	7.2
Cc1cc(C(=O)N2CCN(Cc3ccc4c(c3)OCO4)CC2)cs1	-9.1	2.1	8.9	0.2	29.2	2.5	-2.9	5.5	4.6
COc1ccc(C(C)C)cc1S(=O)(=O)Nc1ccc(Cl)cn1	-4.1	3.0	5.7	12.2	1.8	0.2	-2.9	8.9	4.5
Cc1cccc(N2CCN(C(c3ccccc3)c3nnnn3C(C)(C)C)CC2)c1C (stereo unspecified)	14.1	3.4	-0.1	6.2	19.7	-4.5	-2.9	-8.2	8.7
COc1ccc(C2C(CC(=O)O)=C(O)C(=O)N2c2ccccc2)cc1 (stereo unspecified)	5.1	-0.6	1.1	7.2	6.3	-5.2	-1.4	-6.1	3.4
Cc1cc(OCCCC(=O)N2CCCCC2)cc(C)c1Cl	-4.2	3.9	6.5	0.9	7.7	-1.2	3.3	4.6	-1.2
CC(=O)NS(=O)(=O)c1ccc(NC(=S)NC(=O)C(C)C)cc1	14.3	-1.4	-10.2	2.5	6.1	-2.6	-0.5	-0.2	-5.0
CCCSc1n[nH]c(NC(C)=O)n1	4.8	-0.8	5.7	4.4	2.1	1.2	7.6	0.5	6.1
c1ccc2c(c1)ncn2Cc1nnc2sc(-c3ccncc3)nn12	6.2	-2.0	14.7	7.2	-3.8	4.1	10.7	11.1	-5.3
CCOc1ccc(C(=O)Nc2cccc3ncccc23)cc1Cl	-3.5	2.5	-1.6	5.5	16.7	3.7	1.9	11.6	-6.6
Cc1ccc(C2CCN(C(=S)Nc3cccc(C)c3)C2)cc1 (stereo unspecified)	8.7	-4.3	-11.1	-0.3	11.0	-1.0	2.3	1.9	0.6
Cc1[nH]c(C)c(S(=O)(=O)N(Cc2ccccc2)C(C)(C)C)c1C(=O)N1CCCC1	5.4	-0.3	-6.6	-3.2	11.4	0.0	2.0	-3.0	0.7
Cc1ccc(Nc2nc(C)cc(C)c2C(N)=O)c(C)c1	5.3	-3.7	12.3	-0.2	8.4	2.1	-3.8	-2.1	-4.5
COc1cc(C2=NOC(C(=O)N3CCCc4ccccc43)C2)cc(OC)c1OC (stereo unspecified)	8.6	-1.3	-4.8	6.8	10.6	-0.2	-5.5	-1.9	0.4
Cc1cccc(OCCNC(=O)c2ccc(Cl)c(S(=O)(=O)NCc3cccnc3)c2)c1	3.5	2.0	·	·	11.4	-0.9	6.5	1.5	-5.0
CCOc1ccccc1NC(=O)CSc1ccc(-c2sc(C)nc2C)nn1	10.4	0.5	-4.0	-0.3	-1.1	-1.4	-6.6	4.1	-4.2
CCCCCCCn1c(=N)n(CC(=O)c2ccco2)c2ccccc21	-3.8	-7.6	2.1	6.9	-61.4	-1.6	-9.1	4.7	4.3
C/C(=N\NC(=O)Cc1ccc(F)cc1)c1ccc(F)cc1	-4.1	-0.3	-10.7	2.7	-10.0	-3.1	-6.6	3.1	-2.8
N=c1c(C(=O)NCCN2CCOCC2)cc2c(=O)n3ccccc3nc2n1Cc1ccc(F)cc1	5.0	-4.7	6.1	10.1	1.5	0.2	4.3	3.3	7.7
CCN(CC(=O)Nc1c(F)cccc1F)C(=O)c1ccc(N2CCCCC2)c([N+](=O)[O-])c1	-0.3	2.2	1.8	-4.1	4.2	1.5	3.5	4.9	4.4
CCc1ccccc1N(CC(=O)NCc1ccco1)C(=O)c1snc(C(N)=O)c1N	5.8	-0.7	-2.9	6.5	-37.4	-1.0	7.4	-1.9	9.3
O=C(O)c1nn(CC(=O)N2CCC(Cc3ccccc3)CC2)c(=O)c2ccccc12	7.9	7.0	-8.9	-0.8	-37.5	2.1	6.3	12.0	-2.5
CC(C)C(NC(=O)c1ccccc1F)C(=O)NCC(c1ccco1)N1CCCCC1 (stereo unspecified)	5.8	-2.2	·	·	-0.5	·	-13.1	·	·
Cc1ccc2cc(/C=N/NC(=O)[C@H]3C[C@@H]3c3ccccc3)c(Cl)nc2c1	1.9	-0.5	0.4	6.5	-17.0	-1.6	-10.6	4.2	-3.2
CCOc1ccccc1N1Cc2ccccc2C1	-6.0	-4.3	5.3	9.3	-7.8	4.8	7.5	-5.0	-5.3
O=C(NCc1ccco1)c1ccc(CS(=O)(=O)c2cccc(C(F)(F)F)c2)o1	7.4	4.1	1.8	-2.2	1.9	-0.9	8.9	-1.0	8.1
COc1ccc(OC)c(CCNC(=O)CN2C(=O)CC(C)(C)S(=O)(=O)c3ccccc32)c1	5.1	-0.9	1.5	4.5	0.8	0.2	-3.6	-6.8	1.7
CC(Cc1ccccc1)C(=O)NCCO (stereo unspecified)	3.1	-2.7	6.6	5.9	-5.2	0.0	-5.9	1.9	-13.6
CS(=O)(=O)N(CC(=O)N1CCOCC1)c1ccc2c3c(cccc13)CC2	4.5	8.4	5.4	4.0	7.4	0.8	-2.8	3.6	-12.9
Cc1nn(Cc2c(Cl)cccc2Cl)c(C)c1NC(=O)c1cn(-c2ccccc2)nc1-c1ccccc1	-7.4	1.8	4.9	2.9	-0.9	0.5	-2.4	3.1	10.6
COc1ccc(C(=O)Nc2cc(Cl)ccc2Cl)c(OC)n1	-0.6	0.8	6.2	-0.7	8.4	0.4	0.6	2.0	-2.2
CC(=O)Nc1ccc(NC(=O)CS(=O)(=O)Cc2ccccc2)cc1	0.7	-1.8	-0.2	1.3	3.3	-2.9	7.2	5.9	5.2
CC(C(=O)N1CCCc2c1c(=O)oc1ccc(O)cc21)N1CCc2ccccc2C1 (stereo unspecified)	-0.9	-2.1	-11.7	1.8	-1.2	-1.9	-2.5	-3.3	-1.4
COc1ccc(N(C(=O)C(C)C)S(=O)(=O)c2cccc3cccnc23)cc1	6.9	0.2	7.6	1.1	4.5	-0.4	-3.4	4.6	-5.9
CC1C/C(=N/N2C(=O)CSC2=S)CC(C)(C)C1 (stereo unspecified)	6.9	-5.8	-12.8	-17.4	6.7	-3.0	6.4	0.9	10.1
COc1ccc(/C=C/C(=O)OCC(=O)NC(C)CCc2ccccc2)cc1OC (stereo unspecified)	2.4	5.6	·	·	8.0	·	64.3*	·	·

3 of the compounds above, with values under each structure.
Screens in order – PAFAH1B3 inh | PAD4 FP inh | EBNA-1 inh | GSTO1 counter | PREPL inh | LYPLA1 inh | PAFAH2 FP inh | LYPLA2 counter | ZTA counter
CC(=O)Nc1ccc(NC(=O)CS(=O)(=O)Cc2ccccc2)cc1
→ 0.7 | -1.8 | -0.2 | 1.3 | 3.3 | -2.9 | 7.2 | 5.9 | 5.2
CC(C(=O)N1CCCc2c1c(=O)oc1ccc(O)cc21)N1CCc2ccccc2C1 (stereo unspecified)
→ -0.9 | -2.1 | -11.7 | 1.8 | -1.2 | -1.9 | -2.5 | -3.3 | -1.4
COc1ccc(N(C(=O)C(C)C)S(=O)(=O)c2cccc3cccnc23)cc1
→ 6.9 | 0.2 | 7.6 | 1.1 | 4.5 | -0.4 | -3.4 | 4.6 | -5.9

The list goes on:
SMILES	PAFAH1B3 inh	PAD4 FP inh	EBNA-1 inh	GSTO1 counter	PREPL inh	LYPLA1 inh	PAFAH2 FP inh	LYPLA2 counter	ZTA counter
COc1ccccc1-n1nnnc1SCC(=O)Nc1ccccn1	6.9	2.4	-7.0	-0.1	-3.8	5.4	2.0	6.1	-18.4
O=C(c1cccs1)N1CCN(S(=O)(=O)c2cccs2)CC1	5.9	-1.6	-12.9	6.8	-8.4	4.1	2.5	12.3	-11.9
COc1cc(NC(=O)CCS(=O)(=O)c2ccc3c(c2)oc(=O)n3C)cc(OC)c1	3.2	-1.0	6.0	3.0	10.2	-0.6	0.9	4.5	-9.2
O=C(COc1ccccc1F)Nc1ccc2c(c1)CCC2	12.8	4.7	·	·	2.2	·	7.5	·	·
Nc1ccccc1S(=O)(=O)C(F)F	5.6	3.7	-0.5	6.5	1.4	-0.7	6.0	-0.9	5.8
CN(C(=O)CCN1C(=O)C(C)(C)Nc2ccccc21)c1ccccc1	6.0	0.7	-2.9	2.0	-11.0	-0.2	6.7	0.2	-3.6
CC(=O)N1C(=O)C2(C(C#N)=C(N)Oc3n[nH]c(-c4ccccn4)c32)c2ccccc21 (stereo unspecified)	3.8	-6.1	-15.2	0.4	-13.2	1.5	-3.9	0.5	-1.1
COc1cccc(NC(=O)c2ccccc2SC)c1	5.5	-2.5	-4.1	2.5	0.6	-0.7	0.2	-3.4	-3.6
Cc1cc(=O)nc2c3ccccc3n(C(C)C(=O)Nc3c(F)c(F)c(F)c(F)c3F)n12 (stereo unspecified)	5.6	-2.9	-1.6	1.6	15.3	-3.6	2.0	-1.3	13.7
O=c1cc(O)c2sc(Nc3ccc(F)c(Cl)c3)nc2[nH]1	·	-14.1	2.6	5.3	10.6	-2.2	·	-11.2	8.8
CC1=C(C)CC(C(=O)Nc2cccc(Cl)c2)C(C(=O)O)C1 (stereo unspecified)	4.5	-3.6	9.1	5.2	0.6	-2.6	-7.2	-1.0	-3.5
Cc1[nH]c2ccccc2c1SCc1nnc(SCc2ccccc2)n1C	7.2	-6.5	-13.7	-0.1	-10.0	0.5	21.8	4.0	-11.2
CO/N=C/c1ccc(Oc2ccc([N+](=O)[O-])cc2[N+](=O)[O-])c(OC)c1	1.7	0.2	-3.6	12.2	9.2	-3.3	3.7	21.9	-10.7
CCOC(=O)C1CCCN(Cc2cn[nH]c2-c2ccc(F)cc2F)C1 (stereo unspecified)	6.3	2.9	-6.7	3.1	1.8	-2.2	0.4	4.4	-0.6
O=C(c1ccc(F)cc1F)N(Cc1ccccn1)Cc1ccco1	-0.4	-0.4	2.3	2.1	5.2	-1.1	-5.3	2.5	15.9

These rows are one share of the data (hit frequency here may not be typical).
